Compound activity: PubChem BioAssay, National Center for Advancing Translational Sciences (NCATS)
GLP1R ag: agonists of human GLP-1 receptor | P43220 | HEK293 GLP-1R CRE-luciferase, luminescence, 4-6 h; cells express a hypersensitive GLP-1R form | Potency, µM (highest dose often 45.6 µM), without a hit: at the top dose activation, hits mostly activators | hit rate 0.007% among 380,000 | AID 624172; also: potency is read from the fitted curve at half-maximal effect; % of control where 0% means no effect
Target sequence (P43220 whole entry, looked up): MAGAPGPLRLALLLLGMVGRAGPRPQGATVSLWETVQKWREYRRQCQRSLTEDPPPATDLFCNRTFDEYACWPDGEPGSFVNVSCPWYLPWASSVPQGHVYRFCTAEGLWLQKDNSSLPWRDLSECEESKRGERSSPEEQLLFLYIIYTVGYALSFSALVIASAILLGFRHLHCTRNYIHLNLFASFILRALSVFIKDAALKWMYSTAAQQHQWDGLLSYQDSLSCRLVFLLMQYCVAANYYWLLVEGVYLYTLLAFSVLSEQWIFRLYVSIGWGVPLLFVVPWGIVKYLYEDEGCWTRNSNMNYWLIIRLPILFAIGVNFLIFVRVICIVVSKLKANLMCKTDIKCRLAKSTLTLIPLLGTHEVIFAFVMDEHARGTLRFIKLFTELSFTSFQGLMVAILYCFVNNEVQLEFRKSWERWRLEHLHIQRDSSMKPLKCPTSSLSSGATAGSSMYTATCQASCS
GLP1R inv ag: acts as inverse agonist at human GLP-1 receptor; HEK293 GLP-1R CRE-luciferase, luminescence, 24 h; GLP-1R form is constitutively active; Potency, µM (titrated, usually from 38.3 µM), inactives show top-dose activity change, negative = inhibition, most hits filed as inhibitors; hit rate 1.6% among 410,000; AID 624417; also: potency is read from the fitted curve at half-maximal effect; % is scaled to controls: 0 for no effect and ±100 for the full control effect; nearly all actives have a fitted effect of over 55% in size
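Cells are plated, allowed 12 hours at 37 deg C, then treated with compounds for 24 hr before luciferase detection reagent is added and luminescence is read after 12 min at room temperature. The HEK293 line carries constitutively active GLP-1R with a cAMP-responsive reporter.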
PLK1 PBD block: PLK1 (human) polo-box domain binding inhibition; P53350; Plk1 PBD binding of FITC phosphopeptide, fluorescence polarization; Potency, µM, for inactives: max response, negative = inhibition, hits mostly inhibitors; hit rate 2.8% among 360,000; also: potency is read from the fitted curve at half-maximal effect; series mostly up to about 57 µM; % is scaled to controls: 0 for no effect and ±100 for the full control effect; nearly all actives have a fitted effect of over 65% in size
DRD3 agonist: activates the human D3 dopamine receptor | P35462 | D3R DiscoveRx beta-arrestin cells, luminescence, 90 min | max activation, % | hit rate 0.58% among 410,000 | AID 652048; in the data active = max activation above about 30%; also: 0% is about no effect; mostly tested at two doses, the higher about 12 µM
Target sequence (P35462 whole entry, looked up): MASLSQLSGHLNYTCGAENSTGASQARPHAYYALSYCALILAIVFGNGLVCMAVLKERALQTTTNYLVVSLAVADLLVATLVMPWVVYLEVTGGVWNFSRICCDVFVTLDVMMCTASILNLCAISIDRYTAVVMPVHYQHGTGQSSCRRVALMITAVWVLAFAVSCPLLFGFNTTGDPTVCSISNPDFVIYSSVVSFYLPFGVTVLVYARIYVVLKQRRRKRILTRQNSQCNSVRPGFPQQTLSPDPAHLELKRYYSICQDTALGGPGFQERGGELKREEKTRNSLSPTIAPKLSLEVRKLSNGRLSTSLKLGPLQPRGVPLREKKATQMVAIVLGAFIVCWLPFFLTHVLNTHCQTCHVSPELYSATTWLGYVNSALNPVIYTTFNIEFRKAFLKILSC
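Cells at 1500/well, incubated overnight, then treated with pinned compounds (dopamine as control) for 90 min at 37 degrees C. DiscoveRx reagent added for 30 - 60 minutes at room temperature; luminescence read.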
DRD3 antagonist: D3 dopamine receptor (human) antagonism | P35462 | D3R cells, DiscoveRx beta-arrestin luminescence, antagonist mode; stronger effect = lower value | max response, negative = inhibition, % | hit rate 2.5% among 360,000 | AID 652054; in the data active = max response below about -50%; inconclusive = no clear call, values can overlap the other calls; also: % is scaled to controls: 0 for no effect and ±100 for the full control effect; mostly tested at two doses, the higher about 12 µM
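Cells plated overnight at 1500 cells/well, then exposed to library compounds with dopamine controls for 90 minutes at 37 degrees C. DiscoveRx reagent added for 30–60 minutes at room temperature; luminescence read, quantitative HTS format.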
WRN inhibitor: WRN helicase (human) inhibition | Potency, µM (doses to about 114 µM), inactives show top-dose activity change, negative = inhibition, hits mostly inhibitors | AID 651768 | hit rate 0.46% among 360,000 | Q14191 | WRN helicase unwinding, fluorescent forked duplex, kinetic; also: potency is read from the fitted curve at half-maximal effect; % is scaled to controls: 0 for no effect and ±100 for the full control effect; nearly all actives have a fitted effect of over 55% in size
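Kinetic red-fluorescence monitoring (525/598 nm) tracks WRN helicase activity after 100 nM fluorophore-quencher forked duplex and 2 mM ATP are added to 20 nM enzyme pretreated 15 min at room temperature with compound.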
PI5P4K alpha inh: inhibitors of human PI5P4K alpha. P48426. PI5P4Kalpha enzyme, ADP-Glo luminescence, 60 min; stronger effect = lower value. max response, %. hit rate 1.2% among 330,000. AID 652105; active = max response of -50% or lower; inconclusive = between -30% and -50%; inactive = -30% or higher; also: value at the top dose of about 77 µM; % is scaled to controls: 0 for no effect and ±100 for the full control effect
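Luminescence from ADP-Glo served as readout of PI5P4Kalpha activity in a qHTS format. Reaction: enzyme, substrate, compound, ATP at 5 microM final, 60 min at RT.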
IL-2 act: activators of IL-2. IL-2 activation reporter assay, cell-based qHTS; stimulated with anti-CD3/CD4/CD28 beads; in transgenic mouse T cells. activation, % (series mostly up to about 46 µM). hit rate 0.065% among 360,000. AID 652025; in the data active = activation above about 50%; inconclusive = mostly about 30% to 49%; also: 0% is about no effect
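Quantitative HTS in unstimulated transgenic mouse T cells, with memory T cells as non-tolerant control and PMA/ionomycin as tolerance-bypass control. Compound pretreatment lasted 60 minutes before 18 h bead stimulation; EGFP/DsRed fluorescence read.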
GLP1R cytotox: cytotoxicity in counter-screen for GLP-1R inverse agonists. HEK293 cAMP-luciferase reporter cells, luminescence, 24 h. Potency, µM (top dose mostly 38.3 µM), without a hit: at the top dose activity change, negative = inhibition, actives largely listed as inhibitors. hit rate 0.13% among 410,000. AID 624418;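 also: loss of luciferase light is scored as toxicity; potency is read from the fitted curve at half-maximal effect; % is scaled to controls: 0 for no effect and ±100 for the full control effect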
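Step one: seed cells (200 cells/uL, DMEM with 10% Nu serum, 1% pen-strep). Step two: 12-hour incubation at 37 deg C. Step three: pin 23 nL compound, incubate 24 hr. Step four: add luciferase reagent, read luminescence 12 min later.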
Starred values were filed as active, the others as inactive; ? = inconclusive; . = no result given; [ ] = dose if it differs, or a comment. Unless noted, calls follow the shape of the dose curve; as a rule, active = well fitted curve in the direction sought with a large enough effect; inconclusive = small, poorly fitted or top-dose-only effect, or another doubt; inactive = no such curve, though single readings can be large; an effect the other way counts as inactive or inconclusive.

Field names: A = GLP1R ag; B = GLP1R inv ag; C = PLK1 PBD block; D = DRD3 agonist; E = DRD3 antagonist; F = WRN inhibitor; G = PI5P4K alpha inh; H = IL-2 act; I = GLP1R cytotox
CCN1C(=O)c2cccc3c(S(=O)(=O)NCCCN4CCOCC4)ccc1c23
  A = -6%; B = 4%; C = -1%; D = -4; E = -18; F = 0%; G = 2; H = -3.3; I = 171%[activator]

C=CCNC(=S)NNC(=O)c1cc(-c2cccnc2)nc2ccccc12
  A = 0%; B = 6%; C = -9%; D = -3; E = -9; F = 2%; G = 1; H = -0.8; I = 3%

CCOC(=O)C1=C(C)N=c2s/c(=C\c3ccc(OCC(=O)O)cc3)c(=O)n2C1c1ccc(OC(C)C)cc1 (centres undefined)
  A = 0%; B = ?; C = 24µM*; D = -3; E = -11; F = -22%; G = -7; H = -0.2; I = 22%

COc1cccc(CNc2nc3nc(C)cc(=O)n3[nH]2)c1
  A = -5%; B = -12%; C = -4%; D = 0; E = -24; F = -2%; G = -10; H = 0.3; I = 0%

O=S(=O)(c1ccccc1)c1nc(-c2ccco2)oc1Nc1ccccc1
  A = 9%; B = 13%; C = 6%; D = 1; E = 9; F = -13%; G = 5; H = 0.3; I = -8%

CC(C)N1CCN(Cc2ccc(-c3ccccc3)cc2)CC1CCO (centres undefined)
  A = 3%; B = ?; C = -12%; D = 2; E = 8; F = -1%; G = 8; H = 2.0; I = -17%

Cn1ncc(Br)c1C(=O)Nc1ccc(Br)cn1
  A = -10%; B = 12%; C = -5%; D = 3; E = 18; F = -6%; G = 1; H = -0.7; I = 3%

COc1ccc(-n2ccn3c(CCC(=O)N4CCN(c5cccc(C)c5C)CC4)nnc3c2=O)cc1
  A = -3%; B = 10%; C = -7%; D = 2; E = -2; F = -6%; G = 2; H = -3.0; I = -9%

C/C(=N\NC(=O)c1cc(O)ccc1O)c1cccc(NC(=O)c2cccc(Cl)c2)c1
  A = 6%; B = -6%; C = -19%; D = 2; E = -4; F = -20%[11.6 µM]; G = ?; H = -1.3; I = -14%

CC(=O)c1cccc(-c2ccnc3c2CC(C(=O)NC(C)C)O3)c1 (centres undefined)
  A = 8%; B = 20%; C = -5%; D = 3; E = 22; F = -4%; G = -1; H = 0.9; I = 2%

CC(=O)c1cccc(NC(=O)CCN2C(=O)C3C4CCC(C4)C3C2=O)c1 (centres undefined)
  A = 0%; B = -3%; C = -8%; D = -4; E = 3; F = -15%; G = 2; H = -0.6; I = 9%

O=C(Nc1ccc(F)cc1F)C1CCN(C(=O)c2ccc(Br)cc2)CC1
  A = -1%; B = -21%; C = -4%; D = -3; E = -19; F = -12%; G = -4; H = 2.3; I = 3%

CCOC(=O)CC(=O)CSc1nc(-c2ccc3c(c2)OCO3)cc(C(F)(F)F)c1C#N
  A = -12%; B = 0%; C = 5%; D = -8; E = -26; F = -10%; G = .; H = ?; I = 196%[activator]

CC(OC(=O)c1ccccc1OCc1ccc(Cl)cc1)C(N)=O (centres undefined)
  A = 4%; B = -14%; C = -25%; D = -2; E = -8; F = -8%; G = 5; H = 0.1; I = -2%

CCC1CCCCN1CCCNC(=O)C(C)n1nc(C)c2sc3ccccc3c2c1=O (centres undefined)
  A = -6%; B = 7.9µM*; C = -4%; D = -4; E = 0; F = -5%; G = 1; H = -0.9; I = ?

O=C(Nc1ccc2c(c1)OCO2)C1CCN(Cc2cnn(-c3ccccc3)c2-n2cccc2)CC1
  A = 5%; B = ?; C = -1%; D = -10; E = ?; F = 0%; G = 0; H = -0.8; I = -4%

COc1ccc(-c2n[nH]c(=S)n2-c2ccc3c(c2)OCCO3)cc1
  A = 15%; B = 4%; C = -21%; D = -4; E = -12; F = 6%; G = -18; H = -3.9; I = -7%

Cc1cccc(NC(=S)Nc2cccc(C)n2)n1
  A = 16%; B = ?; C = -3%; D = -6; E = 3; F = -1%; G = 6; H = -0.3; I = ?

CCNc1nc(Nc2ccc(C)c(Cl)c2)c2cnn(C)c2n1
  A = 21%; B = ?; C = -3%; D = 4; E = 19; F = -16%; G = -16; H = -2.1; I = -22%

Cn1cc(CCNC(=O)c2ccc3nc(Cc4ccccc4F)oc3c2)cn1
  A = 8%; B = ?; C = 5%; D = 1; E = 4; F = 9%; G = 0; H = -2.8; I = -9%

Nc1[nH]n(-c2ccccc2)c(=O)c1N=Nc1ccccc1[N+](=O)[O-]
  A = -5%; B = 35%; C = -8%; D = -3; E = -7; F = 5%; G = .; H = -2.7; I = 2%

Cc1ccc(-c2nn(CC(=O)NCc3cc(-c4nn(C)c(=O)c5ccccc45)ccc3C)c(=O)c3ccccc23)cc1
  A = 7%; B = 4%; C = -1%; D = 27; E = 4; F = 0%; G = -5; H = 0.5; I = -4%

COc1cc(/C=C2/S/C(=N/S(=O)(=O)c3ccccc3)NC2=O)c([N+](=O)[O-])cc1OC
  A = -1%; B = 94%[activator]; C = 27µM*; D = 4; E = 4; F = ?; G = ?; H = -1.7; I = 5%

O=C(CNC(=O)c1ccco1)OCC(=O)c1cccc2ccccc12
  A = -14%; B = 7%; C = -8%; D = 2; E = 2; F = 10%; G = -4; H = -0.4; I = 0%

CC(C)(C)c1ccccc1OCC(=O)NCCC(=O)O
  A = -6%; B = 6%; C = 3%; D = 3; E = 7; F = 5%; G = -4; H = -2.5; I = 4%

Of the compounds above, these have a COOH group.
Field names: A = GLP1R ag; B = GLP1R inv ag; C = PLK1 PBD block; D = DRD3 agonist; E = DRD3 antagonist; F = WRN inhibitor; G = PI5P4K alpha inh; H = IL-2 act; I = GLP1R cytotox
CCOC(=O)C1=C(C)N=c2s/c(=C\c3ccc(OCC(=O)O)cc3)c(=O)n2C1c1ccc(OC(C)C)cc1 (centres undefined)
  A = 0%; B = ?; C = 24µM*; D = -3; E = -11; F = -22%; G = -7; H = -0.2; I = 22%

CC(C)(C)c1ccccc1OCC(=O)NCCC(=O)O
  A = -6%; B = 6%; C = 3%; D = 3; E = 7; F = 5%; G = -4; H = -2.5; I = 4%

Remaining list, next part:
Field names: A = GLP1R ag; B = GLP1R inv ag; C = PLK1 PBD block; D = DRD3 agonist; E = DRD3 antagonist; F = WRN inhibitor; G = PI5P4K alpha inh; H = IL-2 act; I = GLP1R cytotox
CCN(CC)C(=O)[C@H]1CC(CC(=O)NC(C)(C)C)C(=O)N2CCc3c([nH]c4ccccc34)[C@]12C (some centres undefined)
  A = 0%; B = 2%; C = 7%; D = 0; E = 18; F = 4%; G = -3; H = 0.0; I = 9%

C[C@@H]1CN([C@@H](C)CO)C(=O)CCCn2nncc2CO[C@H]1CN(C)C(=O)Cc1ccccc1
  A = 0%; B = 8%; C = -5%; D = -7; E = 0; F = -2%; G = 5; H = -1.8; I = 12%

CCc1ccc(C(O)c2ncc(-c3ccc(C)cc3)[nH]2)cc1 (centres undefined)
  A = -1%; B = -9%; C = -23%; D = 0; E = 13; F = 0%[57.1 µM]; G = 9; H = -0.8; I = -4%

CCc1nc2ccccc2n1CC(=O)N(C(C)CC)C1CCS(=O)(=O)C1 (centres undefined)
  A = -8%; B = 5%; C = 0%; D = -2; E = 5; F = 6%; G = -3; H = -2.2; I = -3%

Cc1cccc(C(=O)Nc2nc(C)c(C(=O)Nc3ccc4c(c3)CCC4)s2)c1
  A = 0%; B = -56%; C = -6%; D = -5; E = -21; F = -10%; G = .; H = -2.0; I = ?

N=C1C(=O)OCC1c1ccccc1NC(=O)CN1CCCCC1 (centres undefined)
  A = 13%; B = 6%; C = -21%; D = 2; E = -11; F = 11%; G = 4; H = -0.4; I = 70%[activator]

O=C(c1ccc(Cl)c(Cl)c1)N1CCC(=O)N(C(CO)Cc2ccccc2)CC1 (centres undefined)
  A = 6%; B = 8%; C = 27µM*; D = 13; E = 36; F = -4%; G = -3; H = -0.7; I = 21%

NC(=O)c1nsc(C(=O)N(c2ccccc2F)C(C(=O)NCc2ccc(F)cc2)c2ccc(O)cc2)c1N (centres undefined)
  A = 3%; B = ?; C = -2%; D = 7; E = 36; F = -6%; G = 3; H = 2.7; I = -17%

COc1cccc2sc(N3CCN(C(=O)c4ccc([N+](=O)[O-])o4)CC3)nc12
  A = -13%; B = 6%; C = -18%; D = -8; E = -11; F = ?; G = 3; H = 1.2; I = 4%

O=C(CSc1nnc(-c2ccccc2)c(-c2ccccc2)n1)Nc1ncc(Cl)cc1Cl
  A = -1%; B = 1%; C = -4%; D = 6; E = -27; F = 0%; G = -4; H = -0.6; I = 3%

Nc1nc(CSC(=S)N2CCOCC2)nc(Nc2ccc(F)cc2)n1
  A = 14%; B = 14%; C = -1%; D = 3; E = 19; F = 5%; G = 0; H = -3.3; I = 1%

CC(C(=O)N1CCN(C)CC1)N1C(=O)c2ccccc2C1=O (centres undefined)
  A = 3%; B = 10%; C = -7%; D = -20; E = -20; F = -2%; G = .; H = -1.8; I = 0%

CC(Sc1ccccc1)C(=O)Nc1cccc(N(C)S(C)(=O)=O)c1 (centres undefined)
  A = 0%; B = 0%; C = -11%; D = -3; E = -17; F = -4%; G = .; H = -0.4; I = 15%

Cc1ncoc1C(=O)Nc1cccc(Cl)c1
  A = 1%; B = 51%[activator]; C = -7%; D = 1; E = 24; F = -5%; G = .; H = -0.1; I = 10%

CCCN=C1CC(C)(C)CC(=O)/C1=C(/O)CCCN1C(=O)c2ccccc2C1=O
  A = 19%; B = 11%; C = -3%; D = -8; E = 2; F = 4%; G = -6; H = 0.2; I = 3%

COc1ccc2c(c1)CCc1c(C(=O)NCCc3ccc(OC)c(OC)c3)noc1-2
  A = 7%; B = 16%; C = -5%; D = 20; E = -13; F = 0%; G = .; H = -3.6; I = -17%

C=CCOC(=O)Nc1c(C(=O)OC)[nH]c2ccccc12
  A = 1%; B = ?; C = -6%; D = 4; E = -3; F = -17%; G = -12; H = -3.0; I = -4%

O=C(NCCCc1ccccc1)[C@@H]1Cc2ccccc2CN1
  A = 11%; B = 16%; C = -10%; D = -12; E = 6; F = 2%; G = 4; H = 0.6; I = 17%

CCN(CC)S(=O)(=O)c1cccc(C(=O)Nc2cc(C)on2)c1
  A = -6%; B = 10%; C = -3%; D = 0; E = 7; F = -4%; G = 8; H = 0.7; I = -9%
